RGS4 inhibitor – human RGS4 inhibition | P49798 | Transcreener GDP fluorescence polarization, RGS4-accelerated GTP hydrolysis | Potency, µM (top dose mostly 114 µM), without a hit: at the top dose activity change, negative = inhibition, usual class: inhibitors | actives 0.039% (n = 390,000); also: % is scaled to controls: 0 for no effect and ±100 for the full control effect; nearly all actives have a fitted effect of over 75% in size; some results filed as inactive show a strong effect at the top dose
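MLSMR compounds (23 nl, pin-transferred) preincubated 10 min at room temperature with a 500nM (2x) first reagent, then RGS4 at 900nM (2x) plus Transcreener GDP mix added; fluorescence polarization (620/688 nm) read before and after 90 min at 30 °C.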
Vif-A3F inh – blocks the Vif interaction with APOBEC3F; HeLa A3F-eYFP + Vif (tagged APOBEC3F with the HIV-1 protein that degrades it), YFP fluorescence increase; Potency, µM (top dose mostly 46.1 µM), without a hit: at the top dose activity, negative = active; actives 0.2% (n = 390,000); also: % of control where 0% means no effect; nearly all actives have a fitted effect of over 65% in size
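Fluorescence increase (Ex 488/Em 500-530) after overnight compound treatment at 37 deg C flags inhibition of Vif-driven A3F-eYFP loss in stable HeLa A3F-eYFP/Vif cells seeded overnight beforehand.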
RXFP1 agonist – RXFP1 (human) receptor agonism. actives 0.3% (n = 370,000). HEK293T-RXFP1 cAMP TR-FRET, 30 min; response scale: percent of porcine relaxin response, buffer zero. Potency, µM (doses to about 57.5 µM), for the others: top-dose activation, actives largely listed as activators. AID 2676; also: % is scaled to controls: 0 for no effect and ±100 for the full control effect; nearly all actives have a fitted effect of over 60% in size; many of its hits are not listed in these tables
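HEK293 cells stably expressing RXFP1, treated 30 min at 37C with compounds plus PDE4 inhibitor Ro 20174; cAMP measured by HTRF TR-FRET. Normalized to buffer and 29 nM porcine relaxin; EC50 by Hill fit.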
mIDH1 inhibitor – blocks human mutant IDH1 R132H enzyme; O75874; actives 0.093% (n = 390,000); AID 602179; Potency, µM (series often up to 76.6 µM), inactives show top-dose activity change, negative = inhibition, actives largely listed as inhibitors; IDH1-R132H enzyme, NADPH consumption, diaphorase/resazurin fluorescence; also: % is scaled to controls: 0 for no effect and ±100 for the full control effect; nearly all actives have a fitted effect of over 65% in size
Target sequence (O75874 whole entry R132H, stated change not applied): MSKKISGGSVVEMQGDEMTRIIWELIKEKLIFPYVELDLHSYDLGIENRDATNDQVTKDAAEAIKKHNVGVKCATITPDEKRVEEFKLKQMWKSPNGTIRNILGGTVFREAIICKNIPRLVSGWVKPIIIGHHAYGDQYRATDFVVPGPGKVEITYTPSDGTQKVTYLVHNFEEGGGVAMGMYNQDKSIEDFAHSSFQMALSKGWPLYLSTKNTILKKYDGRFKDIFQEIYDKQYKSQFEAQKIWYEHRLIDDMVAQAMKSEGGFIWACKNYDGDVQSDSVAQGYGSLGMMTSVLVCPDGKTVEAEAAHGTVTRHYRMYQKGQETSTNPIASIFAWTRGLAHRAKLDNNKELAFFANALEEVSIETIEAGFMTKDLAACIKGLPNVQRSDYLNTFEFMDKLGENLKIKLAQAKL
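IDH1-R132H (0.5 ug/mL) preincubated 30 min with compound, then NADPH (0.016 mM) and alpha-KG (2 mM) added; 80 min at RT, pH 7.5. Remaining NADPH coupled via diaphorase/resazurin to fluorescence (540/590 nm); concentration-response curves normalized to no-enzyme control.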
TrxR1 inh – rat TrxR1 inhibition | actives 1% (n = 390,000) | O89049 | recombinant rTrxR1, NADPH fluorescence consumption, selenite substrate | Potency, µM (series often up to 114 µM), inactives show at the top dose activity change, negative = inhibition, usual class: inhibitors; also: % is scaled to controls: 0 for no effect and ±100 for the full control effect; nearly all actives have a fitted effect of over 65% in size
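Rat TrxR1 (90 nM in the dispensed reagent) was pre-reduced with 400 uM NADPH for 5 min at room temperature, then incubated with compound for 15 min. After 400 uM selenite was added, NADPH fluorescence (Ex 340/Em 450 nm) was followed for 8 min.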
USP1 inh – blocks the human USP1/UAF1 deubiquitinase complex | O94782 | recombinant USP1/UAF1, Ub-Rhodamine cleavage fluorescence | Potency, µM (highest dose often 57.1 µM), without a hit: at the top dose activity change, negative = inhibition, hits mostly inhibitors | actives 0.23% (n = 390,000); also: % is scaled to controls: 0 for no effect and ±100 for the full control effect; nearly all actives have a fitted effect of over 60% in size; inactives centre near -12
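1 nM enzyme complex + cpd, 15 min RT; start with Ub-Rho 150nM final; kinetic fluorescence ex 480/em 540, 6 reads q60 s. Buffer 50mM HEPES pH 7.8, 0.5mM EDTA, 0.1 mg/ml BSA, 1mM TCEP, 0.01% Tween-20.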
ALOX12 inh – ALOX12 (human) lipoxygenase inhibition; actives 1.1% (n = 580,000); purified 12hLO, xylenol orange hydroperoxide absorbance; AID 1671190; Potency, µM (highest dose often 108 µM), without a hit: at the top dose activity change, negative = inhibition, hits mostly inhibitors; P18054; also: % is scaled to controls: 0 for no effect and ±100 for the full control effect
Target sequence (P18054 whole entry, looked up): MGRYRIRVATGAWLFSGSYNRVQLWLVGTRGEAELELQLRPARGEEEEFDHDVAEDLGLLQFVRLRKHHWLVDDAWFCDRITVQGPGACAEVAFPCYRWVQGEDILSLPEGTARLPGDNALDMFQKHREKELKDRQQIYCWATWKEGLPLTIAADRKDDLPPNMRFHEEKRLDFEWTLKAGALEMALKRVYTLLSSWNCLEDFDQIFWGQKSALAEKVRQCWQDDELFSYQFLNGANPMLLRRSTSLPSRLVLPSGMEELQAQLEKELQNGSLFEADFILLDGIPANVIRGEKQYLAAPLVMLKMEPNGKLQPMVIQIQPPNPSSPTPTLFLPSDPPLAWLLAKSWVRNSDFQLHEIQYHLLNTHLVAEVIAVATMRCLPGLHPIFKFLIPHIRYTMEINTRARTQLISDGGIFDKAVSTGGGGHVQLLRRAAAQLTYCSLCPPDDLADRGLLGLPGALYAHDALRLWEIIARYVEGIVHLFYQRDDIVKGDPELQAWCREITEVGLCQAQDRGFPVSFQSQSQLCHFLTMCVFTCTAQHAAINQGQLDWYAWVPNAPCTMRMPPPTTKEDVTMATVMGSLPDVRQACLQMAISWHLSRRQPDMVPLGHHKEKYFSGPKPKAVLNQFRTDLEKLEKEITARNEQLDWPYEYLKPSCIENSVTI
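Hydroperoxide product was detected by ferrous iron/xylenol orange as the 573 to 405 nm absorbance ratio. Arachidonic acid at 40 uM (final) was turned over for 30 min at room temperature by 150 nM human 12hLO, pH 7.0 Hepes buffer, after 15 min compound preincubation.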
Vif-APOBEC3G blk – Vif-A3G binding inhibition | HeLa A3G-eYFP + Vif (tagged APOBEC3G with the HIV-1 protein that degrades it), YFP fluorescence, overnight | Q9HC16 | Potency, µM (titrated, usually from 46.1 µM), without a hit: at the top dose activity, negative = active, most hits filed as inhibitors | actives 0.076% (n = 410,000);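 also: % is scaled to controls: 0 for no effect and ±100 for the full control effect; nearly all actives have a fitted effect of over 60% in size; hits raise eYFP signal because A3G escapes Vif-driven loss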
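Read-out is eYFP fluorescence (Ex 488/Em 500-530) from Vif-expressing HeLa A3G-eYFP cells; more signal means A3G escaped Vif-mediated degradation. Cells plated overnight, compound pinned in, incubated overnight at 37 deg C.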
TrxR1 substrate – is turned over as a substrate by rat TrxR1 | actives 0.01% (n = 390,000) | Potency, µM (titrated, usually from 114 µM), for inactives: at the highest dose activity change, negative = substrate turnover | purified TrxR1 substrate turnover, NADPH consumption readout; also: % is scaled to controls: 0 for no effect and ±100 for the full control effect; nearly all actives have a fitted effect of over 50% in size
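Rat TrxR1, dispensed at 90 nM, was prereduced with 400 uM NADPH (final) for 5 min at ~22 deg C, then incubated with compound 15 min before 400 uM selenite. A first-read NADPH fluorescence drop versus no-compound background flagged substrates.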
* = called active by the depositor; ? = inconclusive; nt = not tested or not shown; [ ] = another dose, or the depositor's remark. Calls follow the shape of the dose curve; as a rule, active = well fitted curve in the direction sought with a large enough effect; inconclusive = small, poorly fitted or top-dose-only effect, or another doubt; inactive = no such curve, though single readings can be large; an effect the other way counts as inactive or inconclusive. Potency is read from the fitted curve at half-maximal effect. This is a subset; the hit share may differ from the screen's.

Compound	RGS4 inhibitor	Vif-A3F inh	RXFP1 agonist	mIDH1 inhibitor	TrxR1 inh	USP1 inh	ALOX12 inh	Vif-APOBEC3G blk	TrxR1 substrate
CC(C)OC(=S)N/C(=N\S(=O)(=O)c1ccccc1)c1ccccc1	-6%	-6%	-0.2%	-4%	-13%	-14%	-14%	-4%	-3%
Nn1c(Cc2ccccc2F)nnc1SCCOc1ccc(Cl)cc1	6%	2%	0.5%	-9%	7%	-11%	0%	1%	-1%
COc1ccc2nc(SCC(=O)Nc3ccccc3C)[nH]c2c1	23%	-21%	0.0%	15%	16%	-2%	-21%	2%	-8%
Cc1c(NC(=O)C(C)OC(=O)COc2cccc3c2OC(C)(C)C3)c(=O)n(-c2ccccc2)n1C (stereo not given)	-18%	4%	-0.2%	0%	-3%	-6%	-2%	1%	-5%
CCN(CC)S(=O)(=O)c1ccc(N2CCN(S(=O)(=O)c3ccc4c(c3)OCCO4)CC2)nc1	16%	-1%	-1.5%	6%	-9%	-1%	287%[activator]	1%	-3%
COc1ccc(C(=O)COC(=O)c2ccccc2NS(=O)(=O)c2ccc(O)c([N+](=O)[O-])c2)cc1	12%	-25%	1.8%	?	-1%	-25%	67%	3%	-1%
O=C(Nc1cccc(F)c1)N1C2CCC1CC(O)(c1cccnc1)C2 (stereo not given)	-9%	-21%	1.5%	23%	23%[57.1 µM]	-20%	228%[activator]	0%	18%[57.1 µM]
COC(=O)c1sc2nc3c(cc2c1N)CCCC3	13%	0%	12%	11%	25%[57.1 µM]	-5%	?	-2%	10%[57.1 µM]
O=C(CSc1nncn1-c1cccnc1)N1CCOCC1	4%	-6%	1.6%	6%	13%[57.1 µM]	-10%	8%	-4%	2%[57.1 µM]
CC(=O)N1C(=O)N(C(C)=O)C2C1N(C)C(=O)N2C(C)=O (stereo not given)	-18%	-4%	-1.5%	0%	8%[57.1 µM]	-15%	-6%	0%	4%[57.1 µM]
O=C(Cc1cn2ccsc2n1)Nc1ccccc1Oc1ccccc1	14%	4%	0.1%	3%	14%[57.1 µM]	-9%	29%	2%	9%[57.1 µM]
COc1cc(N2CCC(O)CC2)ccc1Nc1nnc(Cl)c(Nc2ccccc2S(C)(=O)=O)n1	6%	6%	nt	1%	10%[57.1 µM]	?	nt	2%	2%[57.1 µM]
Cc1ccc(C)c(-n2cc(CNC(C)Cn3cncn3)c(-c3ccccc3)n2)c1 (stereo not given)	2%	10%	-0.2%	3%	6%	-20%	13%	5%	2%
Cc1ccc(NC(=O)CCNC(=O)c2ccc(Br)cc2)nc1	28%	-20%	-0.3%	-5%	20%	-8%	-3%	-2%	1%
CCCc1nn(C)c(C(=O)Nc2cccc(CC)c2)c1Cl	-5%	-21%	0.0%	1%	5%	-2%	-17%	-3%	-8%
Cc1ccc(-c2csc(N3CCC(C(N)=O)(N4CCCCC4)CC3)n2)cc1	9%	9%	0.0%	-2%	4%[57.1 µM]	-18%	?	3%	4%[57.1 µM]
Cc1cc(C)cc(NC(=O)N2c3ccccc3NC(=O)CC2C)c1 (stereo not given)	-11%	0%	0.4%	9%	2%[57.1 µM]	-12%	?	1%	-2%[57.1 µM]
CCc1ccccc1NC(=O)C1CCN(S(=O)(=O)c2ccc3[nH]c(=O)ccc3c2)CC1	1%	2%	-0.2%	12%	3%[57.1 µM]	?	-23%	-7%	-5%[57.1 µM]
O=c1c2ccccc2sn1-c1cc(S(=O)(=O)N2CCOCC2)ccc1N1CCCC1	?	0%	0.7%	4%	112%[activator][57.1 µM]	-13%	?	1%	-2%[57.1 µM]
Cc1c2cnn(CC(=O)N3CCCCC3)c(=O)c2c(C)n1Cc1ccc(Cl)cc1	3%	-8%	-0.6%	-11%	-5%	16%	-30%	-1%	0%
CN(C)c1ccc(-c2cc3ccccc3c(=O)o2)cc1	-31%	5%	nt	9%	8%	-27%	5%	-1%	8%
COc1cc(CCC(=O)OCC(=O)Nc2cccc(S(N)(=O)=O)c2)cc(OC)c1OC	-13%	6%	0.2%	2%	-28%[11.4 µM]	-16%	-16%	-4%	-3%[11.4 µM]
O=c1cc(O)c2sc(Nc3ccc(Cl)c(F)c3)nc2[nH]1	?	-20%	1.7%	3%	-15%	-10%	0%	0%	-12%
CC1(C)CC(=O)N(c2ccccc2)C1(C)O (stereo not given)	-11%	4%	-0.6%	-2%	9%	1%	0%	3%	3%
COc1ccc(C(=O)N/C(=C\c2ccc3c(c2)OCO3)C(=O)NCCc2nc3ccccc3[nH]2)cc1	-1%	-3%	0.0%	10%	-11%	-19%	5%	1%	-9%
COc1ccccc1NC(=O)Cn1c(=O)n(-c2ccc(C)cc2)c(=O)c2c1cnn2C	-23%	3%	18%	0%	25%[2.29 µM]	?	-21%	1%	6%[2.29 µM]
COCCn1nnnc1SCC(=O)c1ccc(F)cc1	?	-2%	0.2%	2%	?	-15%	?	4%	-9%
Cc1[nH]n(-c2ccc(Cl)cc2)c(=O)c1C=Nc1ccc(S(=O)(=O)N2CCOCC2)cc1	-5%	0%	0.8%	-3%	8%	-12%	12%	0%	-3%
COc1cccc(CNc2cc(C)ccn2)c1O	10%	-11%	2.6%	-7%	-8%	-20%	-12%	-9%	3%
COc1ccc(Cl)cc1S(=O)(=O)N1CCN=C1Cc1ccccc1	18%	-5%	0.1%	3%	11%	-24%	nt	0%	3%
Cc1cn([C@H]2C[C@H](O)[C@@H](CNC=O)O2)c(=O)[nH]c1=O	nt	1%	nt	-4%	nt	-28%	27%	6%	nt
O=C(O)CCC1(c2ccccc2)NC(=O)NC1=O (stereo not given)	0%	-2%	5.2%	8%	19%	-23%	8%	3%	3%
CCOC(=O)c1ccc(NC(=O)Cn2nc(C)c3ccccc3c2=O)cc1	-4%	1%	-3.3%	13%	23%	?	21%	-10%	3%
CC(=O)c1sc(-c2ccc(F)cc2F)nc1C	4%	-24%	14%	15%	11%	-15%	0%	4%	4%
Cc1ccc(-n2c(N)c(C(=O)N3CCCCC3)sc2=S)cc1	?	5%	0.4%	5%	-15%	-13%	-19%	1%	-12%
S=C(NCCNC(=S)Nc1ccccc1)Nc1ccccc1	-26%	-13%	0.8%	0%	13%[2.29 µM]	-10%	?	0%	4%
CCCCc1nc(C(N)=O)c2[nH]c(=O)n(-c3ccc(OCC)cc3)c2n1	1%	-8%	1.7%	-1%	26%	-23%	nt	-4%	4%
Cc1ccc(/C(N)=N/OC(=O)C23CC4CC(CC(C4)C2)C3)cc1	-3%[56.9 µM]	0%	0.7%	1%	2%	-17%	0%	-3%	-4%
c1ccc(CN2CCOCCOCCOCCOCCOCCOCC2)cc1	-8%[11.4 µM]	0%	0.3%	0%	-17%	-18%	-4%	1%	7%
Cc1ccc2c(COC(=O)CC3Sc4ccccc4NC3=O)cc(=O)oc2c1C (stereo not given)	-18%	2%	-3.6%	4%	14%	-14%	4%	-5%	13%[0.0914 µM]

5 entries already listed, arranged by the number in USP1 inh, falling:
structure | USP1 inh
CC1(C)CC(=O)N(c2ccccc2)C1(C)O (stereo not given) | 1%
S=C(NCCNC(=S)Nc1ccccc1)Nc1ccccc1 | -10%
c1ccc(CN2CCOCCOCCOCCOCCOCCOCC2)cc1 | -18%
COc1cccc(CNc2cc(C)ccn2)c1O | -20%
COc1ccc(Cl)cc1S(=O)(=O)N1CCN=C1Cc1ccccc1 | -24%

New compounds follow
Compound	RGS4 inhibitor	Vif-A3F inh	RXFP1 agonist	mIDH1 inhibitor	TrxR1 inh	USP1 inh	ALOX12 inh	Vif-APOBEC3G blk	TrxR1 substrate
Cc1ccc(-c2onc3ccc(Br)cc23)cc1	-3%	-13%	-1.6%	-6%	13%	-24%	?	3%	0%
O=C(CC1NCCNC1=O)Nc1ccccc1F (stereo not given)	1%	-19%	16%	5%	-6%	-14%	-29%	-3%	-2%
O=C(O)/C=C/C(=O)Nc1ccc(C(=O)c2ccccc2)cc1	-1%	-8%	-1.0%	-1%	1%	-13%	-14%	-1%	-14%
N#CC1=C(N)OC2=C(C(=O)CCC2)C12C(=O)N1CCCc3cccc2c31 (stereo not given)	6%	3%	2.6%	-1%	11%[57.1 µM]	-26%	5%	0%	6%[57.1 µM]
CCCCC1CCC(C(=O)Nc2ccccc2N2CCOCC2)CC1 (stereo not given)	19%	-7%	-0.6%	-5%	9%	-16%	-5%	0%	-1%
Cc1ccc(CN(C(=O)c2ccccc2C)C2CCS(=O)(=O)C2)o1 (stereo not given)	12%	0%	1.8%	-2%	?	1%	25%	2%	-7%

Two of these compounds, set out differently.
smiles: N#CC1=C(N)OC2=C(C(=O)CCC2)C12C(=O)N1CCCc3cccc2c31 (stereo not given)
  RGS4 inhibitor = 6%
  Vif-A3F inh = 3%
  RXFP1 agonist = 2.6%
  mIDH1 inhibitor = -1%
  TrxR1 inh = 11%[57.1 µM]
  USP1 inh = -26%
  ALOX12 inh = 5%
  Vif-APOBEC3G blk = 0%
  TrxR1 substrate = 6%[57.1 µM]
smiles: CCCCC1CCC(C(=O)Nc2ccccc2N2CCOCC2)CC1 (stereo not given)
  RGS4 inhibitor = 19%
  Vif-A3F inh = -7%
  RXFP1 agonist = -0.6%
  mIDH1 inhibitor = -5%
  TrxR1 inh = 9%
  USP1 inh = -16%
  ALOX12 inh = -5%
  Vif-APOBEC3G blk = 0%
  TrxR1 substrate = -1%
